Screening results deposited in PubChem BioAssay by National Center for Advancing Translational Sciences (NCATS).
KCNH2 3.1 block = qHTS for Inhibitors of KCHN2 3.1: Mutant qHTS. Potassium voltage-gated channel subfamily H member 2, brain isoform KCNH2 3.1 (human). U2OS KCNH2 3.1, thallium flux FluxOr; hits give low values. activity change, % (tested at about 1.8 µM). 340,000 tested, 0.95% active. AID 720553, 2013;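 active means maximum activity change below -70%; inconclusive means maximum activity change from -70% to -50%; inactive means maximum activity change above -50%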;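 further: thallium influx rate constant from kinetic fluorescence after stimulation buffer; on the % scale 0 is the no-effect control and ±100 the full control effect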
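Normalized rate constant (relative to positive and negative DMSO controls) derived from a 2 min kinetic fluorescence read after stimulation; U2OS cells expressing the 3.1 isoform via virus at 1.77 x 10^8 /mL.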
FLuc modulator = qHTS profiling assay for firefly luciferase inhibitor/activator using purifed enzyme and Km concentrations of substrates (counterscreen for miR-21 project); Luciferin 4-monooxygenase (Photinus pyralis), P08659; purified FLuc, Km substrates, luminescence inhibition; Potency, µM (top dose mostly 57.5 µM), for the others: at the highest dose activity change, negative = inhibition, usual class: inhibitors; 360,000 tested, 6.9% active; AID 588342, 2011;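 further: potency means the concentration at half of the fitted maximal effect; plate controls were vehicle for no effect and reference inhibitor for full effect; nearly all actives have a fitted effect of over 55% in size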
Target sequence (P08659 whole entry, looked up): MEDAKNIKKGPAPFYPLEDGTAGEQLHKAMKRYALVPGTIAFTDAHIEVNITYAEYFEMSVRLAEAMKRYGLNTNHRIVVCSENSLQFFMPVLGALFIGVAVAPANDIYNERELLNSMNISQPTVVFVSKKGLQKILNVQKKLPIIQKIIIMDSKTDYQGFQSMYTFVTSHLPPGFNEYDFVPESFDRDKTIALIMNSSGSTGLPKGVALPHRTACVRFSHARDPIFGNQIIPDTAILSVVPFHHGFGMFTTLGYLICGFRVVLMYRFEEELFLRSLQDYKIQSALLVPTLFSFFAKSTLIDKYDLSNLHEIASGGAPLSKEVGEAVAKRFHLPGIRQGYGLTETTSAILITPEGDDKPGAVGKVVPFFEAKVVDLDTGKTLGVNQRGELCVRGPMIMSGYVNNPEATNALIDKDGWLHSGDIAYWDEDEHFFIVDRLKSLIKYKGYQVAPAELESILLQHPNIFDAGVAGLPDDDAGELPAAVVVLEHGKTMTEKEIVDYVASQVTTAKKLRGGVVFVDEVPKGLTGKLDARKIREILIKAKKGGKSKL
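Purified P. pyralis luciferase (10nM final) with 10uM D-luciferin and 10uM ATP (Km levels) in 50mM Tris acetate pH 7.5, 10mM Mg acetate, 0.01% Tween-20, 0.05% BSA; qHTS 6-point titration, ~60 µM downward; luminescence read.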
RORgamma inh = qHTS for inhibitors of ROR gamma transcriptional activity | Nuclear receptor ROR-gamma (Mus musculus), P51450 | Drosophila S2 Gal4-RORgamma UAS-luciferase reporter, 20 h | Potency, µM (doses to about 53.6 µM), for the others: at the highest dose activity change, negative = inhibition, actives largely listed as inhibitors | 310,000 tested, 5.4% active | AID 2551, 2010; further: potency means the concentration at half of the fitted maximal effect; on the % scale 0 is the no-effect control and ±100 the full control effect; nearly all actives have a fitted effect of over 60% in size
Target sequence (P51450 whole entry, looked up, the tested form may be a part): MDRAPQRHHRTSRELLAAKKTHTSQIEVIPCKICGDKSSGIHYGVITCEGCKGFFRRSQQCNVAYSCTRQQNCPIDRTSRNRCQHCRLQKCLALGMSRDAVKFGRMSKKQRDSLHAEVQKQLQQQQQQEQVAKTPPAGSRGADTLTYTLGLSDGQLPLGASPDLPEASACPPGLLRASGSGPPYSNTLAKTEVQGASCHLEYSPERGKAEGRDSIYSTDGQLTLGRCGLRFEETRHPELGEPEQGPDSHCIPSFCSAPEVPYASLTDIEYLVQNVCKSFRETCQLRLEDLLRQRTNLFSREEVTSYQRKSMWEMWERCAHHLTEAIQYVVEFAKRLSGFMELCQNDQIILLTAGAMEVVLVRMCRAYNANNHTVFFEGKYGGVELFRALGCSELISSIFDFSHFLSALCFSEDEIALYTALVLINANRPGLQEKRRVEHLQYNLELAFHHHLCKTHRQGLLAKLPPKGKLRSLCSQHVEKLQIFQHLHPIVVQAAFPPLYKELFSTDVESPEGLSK
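In this cell-based reporter format, copper sulfate (700 uM final) drives Gal4–ROR gamma fusion expression from a metallothionein promoter in Drosophila Schneider cells; compounds preincubated 1 hr, reporter read after 20 hr at ambient temperature.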
Tb PFK inh = qHTS Assay to Find Inhibitors of T. brucei phosphofructokinase | T. brucei PFK, ADP-Glo luminescence | 330,000 tested, 0.17% active | AID 485367, 2010 | ATP-dependent 6-phosphofructokinase (Trypanosoma brucei brucei), O15648 | Potency, µM (series often up to 57.5 µM), inactives show top-dose activity, negative = inhibition, hits mostly inhibitors;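 further: potency means the concentration at half of the fitted maximal effect; 0% = uninhibited 1x PFK enzyme wells and -100% = no-enzyme wells; nearly all actives have a fitted effect of over 60% in size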
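Activity is normalized to no-enzyme wells (full inhibition) and 1.25 nM enzyme wells (no inhibition). Reaction: 0.5 mM F6P, 0.1 mM ATP, 45 min RT, ADP-Glo luminescence; concentration-response curves fitted and classed by quality.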
Giardia killer = Small Molecules that selectively kill Giardia lamblia: qHTS | Giardia lamblia trophozoite viability | activity change, % at 7.66 µM, hits read low | 340,000 tested, 0.15% active | AID 540267, 2011; in the data active means activity change below about -80%; inconclusive means between about -30% and that limit;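 further: parasites exposed to compound for two days anaerobically before the ATP read; on the % scale 0 is the no-effect control and ±100 the full control effect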
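Killing of trophozoites was scored by loss of ATP luminescence after a 48 hrs anaerobic exposure to compounds at 37 deg C, using 100 cells per well.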
Gal4-VP16 FLuc = VP16 counterscreen qHTS for inhibitors of ROR gamma transcriptional activity; Drosophila S2 Gal4-VP16 UAS-luciferase, luminescence, 20 h; Potency, µM (top dose mostly 53.6 µM), without a hit: at the highest dose activity, negative = inhibition, most hits filed as inhibitors; 310,000 tested, 3.5% active;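 further: Gal4-VP16 expression switched on by copper sulfate through the metallothionein promoter; potency means the concentration at half of the fitted maximal effect; on the % scale 0 is the no-effect control and ±100 the full control effect; nearly all actives have a fitted effect of over 50% in size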
Rab9 prom act = qHTS Assay for Rab9 Promoter Activators | Potency, µM (series often up to 9.22 µM), for the others: at the top dose activation, negative = inhibition, actives largely listed as activators | AID 485297, 2010 | Huh7 Rab9 promoter-luciferase reporter, luminescence, 24 h | 320,000 tested, 2.8% active; further: potency means the concentration at half of the fitted maximal effect; % of control where 0% means no effect; nearly all actives have a fitted effect of over 60% in size
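Luciferase signal after 10 min detection reagent at ambient indicates Rab9 promoter upregulation; stably transfected Huh7 cells were treated 24 h with compound in DMSO at 37 °C, 5% CO2.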
ELG1 genotoxic = qHTS screen for small molecules that induce genotoxicity in human embryonic kidney (HEK293T) cells expressing luciferase-tagged ELG1; Potency, µM (highest dose often 46 µM), for the others: at the highest dose activity change, positive = activation, hits mostly activators; AID 504466, 2011; HEK293T ELG1-luciferase reporter, luminescence, 16 h; 330,000 tested, 1.3% active; further: potency means the concentration at half of the fitted maximal effect; % of control where 0% means no effect; nearly all actives have a fitted effect of over 60% in size
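Quantitative HTS format in 1536-well plates. HEK293T ELG1-luciferase reporter cells receive test compound and are incubated 16 hr at 37 °C, 5% CO2; ONE-Glo added, 30 min room temperature, then luminescence read.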
NPC1 promoter act = qHTS Assay for NPC1 Promoter Activators; Huh7 NPC1 promoter luciferase reporter, 24 h; Potency, µM (highest dose often 9.22 µM), for inactives: at the top dose activation, actives largely listed as activators; 320,000 tested, 2.4% active;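 further: potency means the concentration at half of the fitted maximal effect; % of control where 0% means no effect; nearly all actives have a fitted effect of over 60% in size; reporter is driven by a mutant NPC1 promoter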
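Huh7 cells stably carrying NPC1 promoter–luciferase, plated in Opti-MEM with 10% FBS for 2 h, were exposed to compound in DMSO for 24 h at 37 °C; luciferase reagent was added for 10 min and luminescence read.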
uPA generation = qHTS for Inhibitors of Cell Surface uPA Generation. cell surface uPA generation assay, qHTS. Potency, µM (titrated, usually from 38.3 µM), for the others: top-dose activity change, negative = inhibition, actives largely listed as inhibitors. 330,000 tested, 0.31% active. AID 540303, 2011; active means well fitted inhibition curve with a large enough effect; inconclusive means small, poorly fitted or top-dose-only effect; inactive means no such curve, though single readings can be large or run the other way; tested in mouse RAW 264.7 cells; further: potency means the concentration at half of the fitted maximal effect; on the % scale 0 is the no-effect control and ±100 the full control effect; nearly all actives have a fitted effect of over 55% in size
FBPA coupling cs = qHTS Assay for Inhibitors of Fructose-1,6-bisphosphate Aldolase from Giardia Lamblia: Coupling assay counterscreen; 290,000 tested, 0.67% active; coupling enzyme system counterscreen, AmpLite Red fluorescence; activity change, negative = inhibition, % at 58.2 µM, hits read low; in the data active means activity change below about -30%; further: on the % scale 0 is the no-effect control and ±100 the full control effect
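Compounds tested against the coupling enzymes alone at 57.5 uM final; readout was AmpLite Red fluorescence (525/598 nm) after 20 min at RT.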
* hit, by the source's call; ? = inconclusive; · = not tested or not shown; & = joins results of further samples; [ ] = dose if it differs, or a comment. Unless noted, the call rests on the fitted dose curve; in most records, active means well fitted curve in the direction sought with a large enough effect; inconclusive means small, poorly fitted or top-dose-only effect, or another doubt; inactive means no such curve, though single readings can be large; an effect the other way counts as inactive or inconclusive. Compounds as they come; about 14% have a hit in one of these screens.

SMILES	KCNH2 3.1 block	FLuc modulator	RORgamma inh	Tb PFK inh	Giardia killer	Gal4-VP16 FLuc	Rab9 prom act	ELG1 genotoxic	NPC1 promoter act	uPA generation	FBPA coupling cs
O=C(CSc1ncnc2sc3c(c12)CCC3)N1CCOCC1	-12	-4%	20%	?	-11	-21%	-4%	1%	0%	-3%	-3
CCOC(=O)CN1C(=O)C(C)(C)Oc2ccc(C(=O)Nc3ccccc3OC)cc21	-10	-3%	3%	-1%	-8	7%	1%	-9%	-1%	7%	2
CC(C)C(=O)Nc1nc(-c2ccccc2)ns1	9	15µM*	?	-5%	21	?	2.8µM*	?	3.5µM*	2%	0
CCO/C(=C/c1sc2ccc(OC)cc2[n+]1CCCS(=O)(=O)[O-])CC	-6	0%	-31%	9%	7	0%	10%	1%	0%	4%	1
Cc1ccc2nc(/N=C(\N)NC(=O)NC3CCCCC3)nc(C)c2c1	-10	?	-67%	-2%	7	7.1µM*	-6%	-13%	-5%	-2%	0
COc1nnc(-c2ccc(C(=O)N3C[C@@H]4C[C@H](C3)c3cccc(=O)n3C4)cc2)c2ccccc12	-3	0%	1%	1%	-1	0%	0%	4%	-3%	-5%	4
Cc1ccc(OCCn2cnc3c2c(=O)n(C)c(=O)n3C)cc1	-7	-2%	?	-2%	16	7%	-12%	-6%	-9%	-1%	0
COC(=O)c1ccc(Oc2nc(NC(C)C)nc(NC(C)C)n2)cc1	1	-3%	27%	-3%	17	-5%	-1%	1%	-3%	-1%	-3
O=C(Oc1ccc(C(=S)N2CCOCC2)cc1)c1cccc([N+](=O)[O-])c1	-35	-10%	12%	-3%	49[activator]	-2%	0%	-1%	-3%	4%	0
COc1ccccc1NC(=O)C1=C(C)Nc2ncnn2C1c1cccs1 (stereo not given)	-4	1%	-2%	1%	-14	-4%	-12%	1%	3%	1%	1
CC(C)(C)C(=O)/C=C1\SCC(=O)N1CC(=O)N1CCN(c2ccccc2)CC1	-13	·	·	8%	?	·	·	-3%	·	8%	·
O=C(NCC(=O)N(c1cccnc1)C(C(=O)NCc1ccco1)c1ccccc1)c1ccco1 (stereo not given)	-2	1%	-18%	0%	1	-2%	3%	-3%	2%	1%	0
COC(=O)c1[nH]c2cccc(C)c2c1NC(=O)CN1CCN(C(=O)c2ccco2)CC1	-2	3%	5%	7%	-6	?	7%	1%	-7%	-13%	4
CCOCCOCCC(C(=O)OCC)P(=O)(c1ccccc1)c1ccccc1 (stereo not given)	-3	6%	?	-5%	-11	-7%	-9%	1%	1%	·	1
CCN(C[C@H]1N[C@@](C)(C(=O)OC)[C@H]2C(=O)N(C)C(=O)[C@@H]12)C(=O)Nc1ccc(OC)cc1	9	·	·	7%	-16	·	·	5%	·	14%	·
COc1cc(S(=O)(=O)N2CCOCC2)ccc1NC(=O)CSc1nnc(N)s1	-2	0%	-2%	1%	6	5%	5%	1%	-1%	-2%	1
NS(=O)(=O)c1ccc(CCNC(=O)c2cc(-c3cc(Cl)ccc3O)n[nH]2)cc1	0	-3%	3%	1%	-15	-4%	1%	0%	-3%	-19%	-1
S=C(NC1CCCCCC1)NC1CCCC1	12	-2%	1.6µM*	6%	15	10µM*	-2%	-1%	1%	4%	5
COc1ccc(/C=C2\SC(=S)N(CC(=O)NC3CCS(=O)(=O)C3)C2=O)cc1 (stereo not given)	-4	?	-20%	0%	2	-11%	0%	8%	-1%	2%	2
NNC(=O)/C(=C\c1cccs1)NC(=O)c1ccccc1	6	2%	-10%	-1%	-16	?	-5%	6%	6%	0%	0
COc1cccc(NC(=O)CN(C)CC(=O)Nc2ccc(Cl)cc2[N+](=O)[O-])c1	-2	2%	?	-3%	19	-7%	-2%	-6%	-1%	-3%	1
CC(C)CNC(=O)CN1C(=O)NC2(CCCc3ccccc32)C1=O (stereo not given)	3	1%	-12%	-1%	-21	1%	0%	-10%	-6%	8%	1
CCC1=Nc2cc(C(=O)NCc3ccco3)ccc2Sc2ccccc21	-14	9%	19%[10 µM]	-1%	-4	2%	-24%	10%	-23%	3.2µM*	-1
CCOC(=O)C1=C(N)N(c2ccccc2Oc2ccccc2)C(=O)C1	13	0%	-26%	2%	6	-20%	5%	2%	-2%	-2%	1
Cc1cc(OCc2cc(C(=O)NCc3csc(C(C)C)n3)no2)cc(C)c1Cl	-4	0%	?	2%	1	-2%	3%	-1%	-3%	15%	1
Cc1csc(NC(=O)CSC2=NS(=O)(=O)c3ccccc3N2)n1	0	3%	·	-20%	4	·	1%	0%	0%	25%	·
Cc1ccccc1Cn1nc(C)c(NC(=O)c2noc3c2CC(C(C)(C)C)CC3)c1C (stereo not given)	-3	-2%	?	0%	14	-4%	-8%	-2%	-9%	·	0
COc1ccc(C(=O)NC2CCN(S(=O)(=O)c3ccccc3)CC2)cc1	-2	10%	-5%	1%	6	-17%	-5%	0%	-5%	3%	-7
CCN(CC)CCCNC(=O)C1c2ccccc2C(=O)N(CCOC)C1c1ccc(F)cc1 (stereo not given)	4	-1%	4%	0%	4	-10%	9%	0%	-2%	3%	1
CC1(C)Cc2sc3c(=O)[nH]c(=S)[nH]c3c2CO1	10	?	7%	0%	-18	2%	-5%	0%	1%	7%	1
COc1ccc(Cl)cc1NS(=O)(=O)c1cccc(C(=O)NC2CC2)c1	1	·	·	?	-1	·	·	-1%	·	2%	·
O=C(Cc1cccs1)N1CCN(C(=O)C2CCCO2)CC1 (stereo not given)	4	13%	-1%	-4%	8	0%	-3%	3%	2%	·	2
CCCCC1(C)OC(=O)C(=Cc2ccc(SC)cc2)C(=O)O1 (stereo not given)	9	?	-19%	18%	-5	0%[10 µM]	-8%	0%	-1%	-4%	5
Cc1occc1C(=O)NCc1ccc2c(c1)OCO2	1	-5%	21%	4%	-25	12%	0%	0%	8%	-4%	3
COc1ccc(OCCSc2ncccn2)cc1	7	7.6µM*	-23%	-2%	12	?	1.6µM*	3.7µM*	2.2µM*	-2%	2
C/C(=N\NC(=S)NC1CCCCC1)c1cccc(Br)c1	-4	6%	2.2µM*	1%	-2	1µM*	11%	4%	17%	1%	-2
CCOc1ncccc1C(=O)Nc1ccc(C)c(S(=O)(=O)N2CCCCCC2)c1	-5	0%	·	-1%	?	·	-6%	-7%	-2%	-3%	·
CCCCn1ccnc1C	9	1%	1%	1%	-13	0%	11%	1%	0%	2%	0
CCOc1ccc(NS(=O)(=O)c2cc(C)c(C)cc2C)cc1	-6	-2%	12%	-2%	-7	-24%	3%	0%	-1%	-4%	-8
NNC(=O)C1COc2cc3ccccc3cc2O1 (stereo not given)	7	-8%	-39%	-14%	11	-14%	-4%	0%	0%	-14%	6
CN(Cc1cnc2nc(N)nc(N)c2n1)c1ccc(C(=O)NC(CCC(=O)O)C(=O)O)cc1 (stereo not given)	14	·	-8%	·	-6	-11%	·	·	·	-11%	4
COc1ccc(/C=C(\C#N)C(=O)Nc2cc(C)c(Cl)cc2OC)cc1O	-6	-2%	-20%	-2%	8	-7%	-6%	?	-3%	1%	5
O=C(COC(=O)CNS(=O)(=O)c1ccc(Br)cc1Cl)Nc1ccc(N2CCOCC2)cc1	-5	-2%	·	-3%	2	·	2%	0%	-2%	3%	·
O=C(CCNS(=O)(=O)c1cccc2nonc12)NCCc1ccc(Cl)cc1	-5	-1%	3%	0%	-3	-3%	-3%	-12%	2%	-2%	0
COc1ccc(/C=N/NC(=O)c2ccc(F)cc2)cc1CN1CCc2cc(OC)c(OC)cc2C1C (stereo not given)	-88*	-10%	5%	-4%	1	-14%	2%	-8%	-13%	-3%	0
COc1ccccc1N1CCN(C(=O)C2CCN(S(=O)(=O)c3ccccc3F)CC2)CC1	21	7%	·	1%	-3	·	-4%	-7%	-2%	-20%	·
CCC(=O)c1ccc(O)cc1	0	5%	2%&19%	-13%	-4	4%&3%	-2%	2%	-2%	0%	6
CCOC(=O)COc1cccc2c(=O)n(CC(=O)NCc3ccccc3)ccc12	6	-3%	1%	-5%	7	-8%	-10%	18%	-5%	0.2µM*	2
